Bioassay records (PubChem)
G9a block: qHTS Assay for Inhibitors of Histone Lysine Methyltransferase G9a | Histone-lysine N-methyltransferase EHMT2 (Homo sapiens), Q96KQ7 | G9a H3K9 monomethylation, AlphaScreen, 2 h | Potency, µM (top dose mostly 102 µM), without a hit: top-dose activity, negative = inhibition, usual class: inhibitors | 350,000 tested, 8.8% active; note: nearly all actives have a fitted effect of over 75% in size
Target sequence (Q96KQ7 913-1193 limits assumed): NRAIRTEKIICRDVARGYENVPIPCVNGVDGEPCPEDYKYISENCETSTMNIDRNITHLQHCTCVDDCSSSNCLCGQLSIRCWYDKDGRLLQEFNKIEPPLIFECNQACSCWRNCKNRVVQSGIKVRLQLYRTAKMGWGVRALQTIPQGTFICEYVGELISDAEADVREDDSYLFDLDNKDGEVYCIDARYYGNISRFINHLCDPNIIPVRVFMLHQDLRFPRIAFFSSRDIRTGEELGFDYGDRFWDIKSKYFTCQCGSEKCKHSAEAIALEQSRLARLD
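Signal arises when biotinylated H3K9 peptide, once monomethylated, bridges streptavidin donor and antibody-captured acceptor beads. Enzyme at 20 nM was preincubated 15 min with test compounds; peptide 500 nM and SAM 20 uM then reacted for 2 h.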
GLS inh: qHTS for Inhibitors of Glutaminase (GLS) | Glutaminase kidney isoform, mitochondrial (Homo sapiens), O94925 | GLS enzymatic activity, qHTS titration | Potency, µM (top dose mostly 45.5 µM), inactives show top-dose activity change, negative = inhibition, actives largely listed as inhibitors | 410,000 tested, 0.21% active
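hKGA; 45 mM KH2PO4 pH 8.2 + 0.02% Tween-20; cpd via pin tool; 1 mM Gln soln; GluOx/HRP/Amplex Red; RT 30 min; fluor. t0 & final.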
* hit, by the source's call; . = no result given; [ ] = another dose, or the depositor's remark. Calls come from the whole dose curve; as a rule, active = well fitted curve in the direction sought with a large enough effect; inconclusive = small, poorly fitted or top-dose-only effect, or another doubt; inactive = no such curve, though single readings can be large; an effect the other way counts as inactive or inconclusive. % is set by controls: 0 for no effect and ±100 for the full control effect; potency is the fitted concentration of half-maximal effect. An excerpt; the hit share may differ from the screen's.

SMILES	G9a block	GLS inh
CC12CCC3C(=CCc4cc(O)ccc43)C1CCC2=O (stereo not drawn)	5.2%[2.33 µM]	.
C[C@@]12CC[C@H]3[C@@H](CCC4=CC(=O)CC[C@]43C)[C@H]1CC[C@H]2C(=O)CO	5.6%[5.15 µM]	9.6%[20 µM]
